BoNT-F LC inh: inhibitors of Botulinum neurotoxin F light chain protease; inhibition, % at 10 µM; Multiplex microsphere protease cleavage assay, flow cytometry; actives 0.22% (n = 360,000); in the data active = inhibition above about 35%, passing the limit was not always enough; inconclusive = no clear call, values can overlap the other calls; note: plate controls were buffer without enzyme for full effect and enzyme alone for no effect
Mtb BioA inh: inhibitors of Mycobacterium tuberculosis BioA enzyme | purified M. tuberculosis BioA enzyme, plate reader | inhibition, % at 9.99 µM | actives 0.096% (n = 360,000) | AID 602481; in the data active = inhibition above about 40%; inconclusive = no clear call, values can overlap the other calls
CCHF vOTU inh: blocks the CCHF virus ovarian tumor domain protease. inhibition, % at 11.5 µM. actives 0.55% (n = 370,000). AID 651958. CCHFV vOTU protease, Pep-AMC fluorescence; note: 0% = vehicle wells with enzyme and 100% = no enzyme wells
PrPC surface inh: reduces human prion protein on the cell surface; P04156; cell surface PrPC, TR-FRET read-out; inhibition, % at 13.8 µM; actives 0.43% (n = 370,000); in the data active = inhibition above about 24%; note: 0% = median of the test wells and 100% = reference compound wells
Mtb UGM inh: Mtb UDP-galactopyranose mutase inhibition; purified UGM, fluorescence polarization probe displacement; actives 0.06% (n = 320,000); P9WIQ1; inhibition, % at 10 µM; AID 504406; in the data active = inhibition above about 10%, passing the limit was not always enough; inconclusive = no clear call, values can overlap the other calls
Target sequence (P9WIQ1 whole entry, looked up): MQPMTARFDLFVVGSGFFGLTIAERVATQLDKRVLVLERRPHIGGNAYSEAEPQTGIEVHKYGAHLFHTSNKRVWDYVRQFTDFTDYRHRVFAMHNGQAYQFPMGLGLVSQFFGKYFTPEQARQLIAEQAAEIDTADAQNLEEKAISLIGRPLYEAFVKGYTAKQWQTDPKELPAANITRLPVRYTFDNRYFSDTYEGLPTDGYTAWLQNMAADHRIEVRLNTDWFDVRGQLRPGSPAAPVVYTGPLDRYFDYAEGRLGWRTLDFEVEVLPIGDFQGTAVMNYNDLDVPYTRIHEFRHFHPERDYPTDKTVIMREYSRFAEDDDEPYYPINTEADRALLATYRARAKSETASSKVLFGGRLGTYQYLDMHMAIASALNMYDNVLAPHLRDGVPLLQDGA
GDH-TPI inh: inhibits GDH-TPI coupling enzymes, artifact for Mtb FBA screen | GDH-TPI coupled enzyme counterscreen, NADH absorbance | inhibition, % at 4.8 µM | actives 1.2% (n = 360,000) | AID 588335;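 note: 0% = DMSO wells and 100% = wells lacking the enzyme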
FadD28 FP inh: M. tuberculosis FadD28 bisubstrate binding inhibition | AID 588549 | inhibition, % at 12.5 µM | FadD28 bisubstrate probe binding, fluorescence polarization | actives 0.22% (n = 360,000); in the data active = inhibition above about 8.5%, passing the limit was not always enough; inconclusive = no clear call, values can overlap the other calls
BoNT A protease: inhibitors of Botulinum neurotoxin A light chain protease; actives 0.17% (n = 360,000); multiplex microsphere protease substrate cleavage, flow cytometry; inhibition, % at 10 µM; AID 588499; in the data active = inhibition above about 30%; inconclusive = no clear call, values can overlap the other calls; note: plate controls were buffer without enzyme for full effect and enzyme alone for no effect
Mtb FBA inh: Mtb fructose-bisphosphate aldolase inhibition; P9WQA3; purified M. tuberculosis FBA, fluorescence read-out; inhibition, % at 1 µM; actives 2.3% (n = 360,000); in the data active = inhibition above about 27%;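 note: 0% = vehicle and 100% = reference inhibitor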
Target sequence (P9WQA3 whole entry, looked up): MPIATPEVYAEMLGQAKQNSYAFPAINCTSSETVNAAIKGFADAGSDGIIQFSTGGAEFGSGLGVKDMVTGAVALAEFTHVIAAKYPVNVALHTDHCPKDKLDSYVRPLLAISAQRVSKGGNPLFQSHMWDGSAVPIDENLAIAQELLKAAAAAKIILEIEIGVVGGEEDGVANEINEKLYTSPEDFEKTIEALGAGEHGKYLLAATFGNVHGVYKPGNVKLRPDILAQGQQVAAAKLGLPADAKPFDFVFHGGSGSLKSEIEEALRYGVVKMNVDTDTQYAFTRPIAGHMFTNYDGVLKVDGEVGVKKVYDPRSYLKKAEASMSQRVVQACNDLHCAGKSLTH
The depositor's hits bear a star; ? = inconclusive; . = not tested or not shown; & = joins results of further samples. Cut-off read from the data, not from the text of the source, unless noted: active = inhibition above about 30%; inactive = the rest.

SMILES	BoNT-F LC inh	Mtb BioA inh	CCHF vOTU inh	PrPC surface inh	Mtb UGM inh	GDH-TPI inh	FadD28 FP inh	BoNT A protease	Mtb FBA inh
CCCSC1=C(C#N)C(c2ccccc2C)CC(=O)N1 (configuration not stated)	7	-0.4	14	6	-0.3	.	-3.3	0.2	.
Cc1cc(=O)oc2ccc(OCC(=O)NCc3ccco3)cc12	0	-1.4	-9	7	-0.5	5	-3.5	0.3	7
Cc1nn(-c2ccc(Cl)nn2)c(=O)c2ccccc12	-11	2.2	11	14	-2.7	-1	-4.2	-1.0	1
CC(C)[C@H](NC(=O)OC(C)(C)C)C(=O)NCC1CCC(C(=O)N[C@@H](Cc2ccccc2)C(=O)O)CC1 (some centres not stated)	-3	-2.3	7	-1	-0.7	-4	-1.4	-1.7	2
Cc1ccc(CC2C(=O)N(c3ccccc3)C(=O)C2C)cc1 (configuration not stated)	1	-1.2	-16	7	-0.6	11	-1.4	0.7	3
CCC(C(=O)NC1CCCCC1)n1nc(C)c2c(C)n(-c3ccccc3)nc2c1=O (configuration not stated)	1	9.3	2	1	-2.7	9	-4.2	-0.5	-5
O=C(CSc1nc(C(F)(F)F)cc(=O)[nH]1)NCC1CCCO1 (configuration not stated)	4	-0.8	0	-7	-4.9	-5	-1.1	-2.8	2
COc1ccc(NC(=S)NN2CCN(C)CC2)cc1	2	0.5	0	1	-2.4	9	-1.5	0.9	2
COc1ccc(CN(CC2CCC(C(=O)O)CC2)C(=S)Nc2ccc(C)c(Cl)c2)cc1 (configuration not stated)	-1	5.2	17	12	0.6	1	2.7	-1.4	-1
CN(C)/C=N/c1c(C#N)nnn1Cc1ccccc1	9	-1.2	4	0	0.9	-7	-3.9	-0.7	4
O=C(Nc1ccc2oc(-c3ccccc3)nc2c1)c1ccco1	-8	.	8	21	1.1	3	-2.8	-0.5	2
O=C(OCC#CCSc1nc2ccccc2s1)c1ccco1	3	-0.5	6	-4	1.6	-8	-3.6	-0.1	-2
CCCCN1CCN=C1Nc1ccccc1	-5	-0.9	10	-1	0.8	6	-1.2	0.1	-1
Cc1nn(C2CCS(=O)(=O)C2)c(Cl)c1/C=C/C(=O)OCC(=O)c1cc(C)n(-c2ccc(F)cc2)c1C (configuration not stated)	-8	.	6	-4	-0.5	2	0.0	-1.1	-1
O=C(OCc1ccccc1Cl)C1CC(=O)N(Cc2ccco2)C1 (configuration not stated)	?	1.1	5	-9	-2.7	5	-0.8	1.6	2
O=[N+]([O-])c1ccc(C=CC=Cc2ccccc2)cc1	10	-2.4	-4	-10	.	10	-1.9	19	-1
COc1ccc(Cl)cc1C(=O)NNC(=O)c1nc2nc(C)cc(C)n2n1	-9	.	3	-6	-1.7	17	-2.1	-1.0	1
O=C1CCCC/C1=C\Nc1ccc(Cl)cn1	-9	1.1	-16	-2	4.4	10	-2.3	-0.1	-2
COc1ccc(CNC(=O)c2c[nH]c3ccccc3c2=O)cc1	?	16	11	0	2.8	2	-4.6	-0.4	-2
Cc1cc(C)c(C(O)c2ncc(-c3cccc4ccccc34)[nH]2)c(C)c1 (configuration not stated)	-9	-1.2	1	5	.	14	-3.2	0.0	57*

Whole records as entered above.
COc1ccc(NC(=S)NN2CCN(C)CC2)cc1 as listed: BoNT-F LC inh: 2; Mtb BioA inh: 0.5; CCHF vOTU inh: 0; PrPC surface inh: 1; Mtb UGM inh: -2.4; GDH-TPI inh: 9; FadD28 FP inh: -1.5; BoNT A protease: 0.9; Mtb FBA inh: 2
Cc1nn(C2CCS(=O)(=O)C2)c(Cl)c1/C=C/C(=O)OCC(=O)c1cc(C)n(-c2ccc(F)cc2)c1C (configuration not stated) as listed: BoNT-F LC inh: -8; Mtb BioA inh: .; CCHF vOTU inh: 6; PrPC surface inh: -4; Mtb UGM inh: -0.5; GDH-TPI inh: 2; FadD28 FP inh: 0.0; BoNT A protease: -1.1; Mtb FBA inh: -1
Cc1cc(C)c(C(O)c2ncc(-c3cccc4ccccc34)[nH]2)c(C)c1 (configuration not stated) as listed: BoNT-F LC inh: -9; Mtb BioA inh: -1.2; CCHF vOTU inh: 1; PrPC surface inh: 5; Mtb UGM inh: .; GDH-TPI inh: 14; FadD28 FP inh: -3.2; BoNT A protease: 0.0; Mtb FBA inh: 57*

Of the compounds above, these contain an NH in an aromatic ring:
SMILES	BoNT-F LC inh	Mtb BioA inh	CCHF vOTU inh	PrPC surface inh	Mtb UGM inh	GDH-TPI inh	FadD28 FP inh	BoNT A protease	Mtb FBA inh
O=C(CSc1nc(C(F)(F)F)cc(=O)[nH]1)NCC1CCCO1 (configuration not stated)	4	-0.8	0	-7	-4.9	-5	-1.1	-2.8	2
COc1ccc(CNC(=O)c2c[nH]c3ccccc3c2=O)cc1	?	16	11	0	2.8	2	-4.6	-0.4	-2
Cc1cc(C)c(C(O)c2ncc(-c3cccc4ccccc34)[nH]2)c(C)c1 (configuration not stated)	-9	-1.2	1	5	.	14	-3.2	0.0	57*

Going on with the list.
SMILES	BoNT-F LC inh	Mtb BioA inh	CCHF vOTU inh	PrPC surface inh	Mtb UGM inh	GDH-TPI inh	FadD28 FP inh	BoNT A protease	Mtb FBA inh
CC1CCCCN1C(=O)CN1C(=O)c2ccccc2S1(=O)=O (configuration not stated)	-6	-2.0	-5	-2	-0.8	9	-0.4	1.8	0
NC(Cc1ccc(F)cc1)c1csc(Nc2ccccn2)n1 (configuration not stated)	-12	1.1	-7	9	.	-2	-2.3	-0.6	2
COc1ccc(CCNC(=O)c2cc3ccccn3n2)c(OC)c1OC	-21	-1.1	2	-5	-1.1	12	-2.8	-1.8	2
COc1ccc(C(C(=O)NC(C)(C)C)N(C(=O)CCC(=O)Nc2cc(C)on2)c2ccc(C)c(C)c2)cc1 (configuration not stated)	-7	-0.4	18	-6	-2.6	10	-2.6	-6.0	0
O=C(NCCCn1ccnc1)/C(=C\c1ccc(Br)cc1)NC(=O)c1ccccc1	-1	-0.7	-6	-13	-1.4	3	-4.0	0.0	3
Cc1cc(C)c2nc3nc(C)cc(C)c3c(N)c2c1	-32	0.3	-81	-15	1.4	5	-2.4	3.5	43*
Cc1ccc(OCCCC(=O)NC(C)c2ccccc2)cc1 (configuration not stated)	1	-0.8	12	0	-2.1	5	-3.4	-0.4	1
CC(C)CC1c2[nH]c3ccccc3c2CCN1C(=O)CCC(=O)N(C)C (configuration not stated)	1	-3.1	9	-5	0.8	0	0.2	0.8	3
O=C(Oc1csc(=S)n1C(=O)c1ccccc1)c1ccccc1	6	.	.	.	1.4	4	2.2	-0.6	-18
CC1(C(=O)N/N=C/c2ccc([N+](=O)[O-])o2)CC1(Br)Br (configuration not stated)	-2	.	15	-35	-0.4	18	1.2	-0.7	1
c1ccc2c(c1)oc1c(NCc3ccc4c(c3)OCO4)ncnc12	6	-0.8	.	.	-0.3	3	-3.9	0.8	-1
CSCc1nnc(NC(=O)c2ccc(S(=O)(=O)N(C)C)cc2)o1	5	.	9	2	1.9	8	-0.3	-0.1	-3
O=C(O)c1cc2c(cc1Br)OCCCO2	-5	.	1	-3	-0.2	15	-1.4	0.4	3
COCCNc1nc(Nc2ccccc2Cl)c2sc(-c3ccccc3)cc2n1	2	-1.3	1	-1	.	11	-3.6	1.2	1
OC1C2COC(O2)C2OC(c3ccccc3)OC12 (configuration not stated)	-6	-0.1	0	-8	.	-10	-2.9	-0.5	-2
CCC(C)(C(=O)Nc1c(C)cccc1C)N(C)C(=O)c1ccc2ccccc2n1 (configuration not stated)	-10	1.1	-3	-2	2.9	-5	-2.8	-0.5	-2
CC(C)c1nn2c(=O)cc(CSc3ccccc3NC(=O)c3ccccc3F)nc2s1	-4	1.0	14	8	2.0	6	-1.7	2.2	1
CCc1nc2c(OCc3ccccc3C)cccn2c1N(C)C(=O)c1ccc(C)cc1	1	0.5	5	1	.	5	-5.2	-0.3	0
O=C1C=C(OCc2ccccc2)CN1	10	-5.4	-5	3	-1.0	-1	1.6	2.2	0
CN(Cc1cccc(Cl)c1Cl)CC(O)COc1ccccc1 (configuration not stated)	-18	2.0	15	1	-1.8	2	-1.9	1.4	1

Some of the entries so far, with two lines to a compound:
Order of values – BoNT-F LC inh | Mtb BioA inh | CCHF vOTU inh | PrPC surface inh | Mtb UGM inh | GDH-TPI inh | FadD28 FP inh | BoNT A protease | Mtb FBA inh
- COc1ccc(CCNC(=O)c2cc3ccccn3n2)c(OC)c1OC
 : -21 | -1.1 | 2 | -5 | -1.1 | 12 | -2.8 | -1.8 | 2
- COc1ccc(C(C(=O)NC(C)(C)C)N(C(=O)CCC(=O)Nc2cc(C)on2)c2ccc(C)c(C)c2)cc1 (configuration not stated)
 : -7 | -0.4 | 18 | -6 | -2.6 | 10 | -2.6 | -6.0 | 0
- O=C(NCCCn1ccnc1)/C(=C\c1ccc(Br)cc1)NC(=O)c1ccccc1
 : -1 | -0.7 | -6 | -13 | -1.4 | 3 | -4.0 | 0.0 | 3

The listing continues:
SMILES	BoNT-F LC inh	Mtb BioA inh	CCHF vOTU inh	PrPC surface inh	Mtb UGM inh	GDH-TPI inh	FadD28 FP inh	BoNT A protease	Mtb FBA inh
Cc1ccc(-c2nnc(Nc3ccc(C(=O)N(C)C)cc3)c3ccccc23)cc1S(N)(=O)=O	-11	9.8	5	-3	-4.1	22	-1.8	-0.2	5
Cc1ccc(S(=O)(=O)Nc2nc(CN3CCOCC3)nc3sc(C)c(C)c23)cc1	2	1.0	5	7	0.6	-5	2.5	0.3	5
Cc1cc(SCC(=O)c2cccs2)nc2c(C)cccc12	-1	0.8	-12	-5	3.1	11	-1.6	-3.1	1
CC1CCCCC12NC(=O)N(CC(=O)Nc1ccccc1-c1ccccc1)C2=O (configuration not stated)	-4	.	2	8	2.2	-2	-2.2	-0.6	-2
CCSC1=C(C#N)C(c2ccc(F)cc2)CC(=O)N1 (configuration not stated)	-5	-0.6	2	-5	.	-3	-3.9	0.1	-1
C=CCn1c(CCC(O)COCCC)n[nH]c1=S (configuration not stated)	-5	1.0	6	2	1.7	0	2.3	-0.6	-5
Cc1cc(OCC(=O)OC(C)C(=O)NC2CC2)c(C(C)C)cc1Cl (configuration not stated)	-7	-1.0	-2	-1	.	4	-1.3	0.3	2
COc1ccccc1NC(=O)COC(=O)c1ccc2c(c1)nc(C)n2-c1ccccc1	-2	.	-5	-1	-1.7	-1	-5.3	1.2	1
CCC1C(=O)n2nc(-c3ccccc3)cc2N=C1C (configuration not stated)	-2	.	-1	2	0.0	8	-1.9	0.2	40*
COc1cc(/C=C(\C#N)C(=O)Nc2ccccc2C(=O)O)cc(Cl)c1OC	-7	.	3	-6	3.7	1	-1.6	-0.9	-1
CN1CCC2(CC1)C1CN(C)CC=C1C(C#N)=C(N)C2(C#N)C#N (configuration not stated)	-2&-1	-13&-8.6	-3&-2	-7&-9	9.3&3.9	9&3	0.3&-1.5	1.3&0.8	14&3
O=C(Nc1cccc(Cl)c1)c1ccc(-n2cncn2)c([N+](=O)[O-])c1	-15	.	2	-30	-0.7	4	-1.2	-1.1	2
O=C(NCCCN1CCC(Cc2ccccc2)CC1)c1ccc2nc(N3CCOCC3)sc2c1	-15	.	-26	-17	2.5	-2	-1.5	-1.3	2
COCCNC(=O)C1CCCN(C(=O)c2ccc3c(c2)C(C)(C)CCC3(C)C)CC1 (configuration not stated)	-9	0.9	3	-6	.	12	-0.2	-0.2	1
COc1ccc(-n2nc(C(=O)NCc3ccco3)c3ccccc3c2=O)cc1	4	-1.7	-8	-5	4.3	7	-1.9	4.9	-2
COc1ccc(NC(=O)CNC(=O)c2nn(-c3ccc(OC)c(OC)c3)c(=O)c3ccccc23)c(OC)c1	-19	.	5	-1	-1.4	7	-0.3	-8.4	1
CC(=O)C1=C(c2ccccc2)NC(=O)NC1c1ccc2c(c1)OCO2 (configuration not stated)	-4	-1.0	-2	5	-1.5	24	-1.6	1.3	-1
CCc1ccc(C(=O)CN2C(=O)NC(C)(c3ccc(C)cc3)C2=O)cc1 (configuration not stated)	-6	-2.3	-8	2	-0.8	-2	0.6	-0.3	-5
COc1cccc(C(C)NC(=O)Nc2cc(Cl)ccc2OC)c1 (configuration not stated)	-5	0.0	-2	2	-2.6	-1	-3.5	0.4	-2
COc1ccc(Nc2nnc(Cc3ccncc3)c3ccccc23)c(OC)c1	-17	1.3	8	-8	-0.3	1	.	-3.2	2

Bioassay records (PubChem)
